Bcl-B TR3 displacers: displacers of TR3 peptide from Bcl-B, primary screen, selectivity assay for Bfl-1 inhibitor project, biochemical, fluorescence polarization. displacement, % at 20 µM; hits with a dose series show IC50 in µM. hit rate 0.11% among 96,000. AID 748. FP displacement of FITC-TR3 peptide from Bcl-B; higher % means a stronger effect;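 active = displacement above 50% at 20 µM plus a fluorescence interference ratio under 1.5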;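 also: plate controls were wells without compound for no effect and wells lacking Bcl-B protein for full effect; a part of the inactive calls stands beside numbers as strong as those of hits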
PLAP inhibitors HTS: inhibition of human placental alkaline phosphatase – biochemical, luminescence, HTS (AID 690); purified PLAP, luminescent substrate; higher % means a stronger effect; one-dose inhibition, % at 20 µM; IC50 in µM for titrated hits; hit rate 0.08% among 96,000; in the data active = a potency from the dose series; inactive = the rest, 99 in 100 with inhibition below about 30%; also: strong numbers were not always called active
NFkB transloc pot: enhances IL-1B driven NFkB nuclear translocation | HUVEC IL-1B NFkB p65 nuclear translocation imaging | activation, % at 2 µM | hit rate 0.3% among 94,000 | AID 819;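 active = activation above 40%, about the mean plus 3 SD, also judged a hit on visual image review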;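 also: percent activation is computed from the nuclear over cytoplasmic p65 intensity ratio; values of inactives mirror those of a sister screen read the other way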
IL1B NFkB inh: blocks IL-1B driven NFkB nuclear translocation in HUVEC cells; inhibition, % at 2 µM; hit rate 0.43% among 94,000; HUVEC IL-1B NFkB p65 nuclear translocation imaging; AID 796;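 active = inhibition above about 30% together with a positive call from visual inspection of the well image, limit read from the data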;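 also: nuclear over cytoplasmic p65 intensity ratio measured by imaging; 0% = IL-1B stimulated DMSO wells and 100% = unstimulated DMSO wells; values of inactives mirror those of a sister screen read the other way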
MRP reversal: MRP-mediated drug resistance reversal. H69AR cells + 2 uM doxorubicin, CellTiter-Glo, 72 h. differential viability (reversal), % at 10 µM. hit rate 0.04% among 85,000. AID 602;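 active = viability drop by adding the cancer drug above about 55%, with treated viability meeting a 40% cutoff, limit read from the data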;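 also: viability without doxorubicin minus viability with 2 µM doxorubicin for each compound; larger differential means the compound sensitizes cells more to doxorubicin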
MRP reversal cytotoxicity: further read-out of MRP reversal, marked with its call; viability, %; H69AR cells, CellTiter-Glo, 72 h; measured here: cytotoxicity without doxorubicin
MRP reversal with doxorubicin: recorded beside MRP reversal, whose call it bears; viability, %; measured here: viability with 2 uM doxorubicin; stronger effect = lower value
IL1B NFkB inh cell count 2 µM: further read-out of IL1B NFkB inh, marked with its call; cell count; measured here: cells passing quality filter;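 raw number of nuclei counted in each imaged well without normalization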
NFkB transloc pot cell count 2 µM: further read-out of NFkB transloc pot, marked with its call; cell count; measured here: cells passing quality filter
Numbers without * were called inactive; / = no result given.

SMILES	Bcl-B TR3 displacers	PLAP inhibitors HTS	NFkB transloc pot	NFkB transloc pot cell count 2 µM	IL1B NFkB inh	IL1B NFkB inh cell count 2 µM	MRP reversal	MRP reversal cytotoxicity	MRP reversal with doxorubicin
O=S(=O)(NC1CCCCC1NCc1ccco1)c1ccccc1 (centres undefined)	-8%	-22%	6	181	-6	181	8	91	83
COc1ccc(NC(C)=O)cc1NC(=O)CSc1nnc(-c2ccncc2)n1C	5%	6%	-7	124	7	124	-9	89	97
CCOc1cc(-c2noc(-c3ccncc3)n2)cc(Br)c1OC	0%	16%	/	/	/	/	-11	20	31
O=C(Nc1ccc(F)c(Cl)c1)C1CCN(S(=O)(=O)c2cccnc2)CC1	4%	17%	-2	117	2	117	1	72	70
COc1ccc(C2C(C(=O)NCCN3CCOCC3)c3ccccc3C(=O)N2C2CCCCC2)cc1 (centres undefined)	/	/	-11	66	11	66	-10	74	84
Cc1cc(NC(=O)COC(=O)c2cc(S(=O)(=O)N3CCOCC3)ccc2N2CCCCC2)no1	3%	-34%	7	172	-8	172	-3	77	80
Cc1ccc(-c2cc(C(=O)NCc3cccnc3)no2)cc1	2%	-3%	-7	112	8	112	/	/	/
Cn1nnnc1SCC(=O)N1CCc2ccccc2C1	0%	-4%	-3	177	3	177	11	107	96
O=C(Nc1nnc(C2CCCC2)s1)C1CCN(S(=O)(=O)c2ccc(Cl)cc2)CC1	/	/	21	130	-21	130	-7	59	66
CCOc1ccccc1C(=O)NCC(=O)OCC(=O)N1C(C)CCCC1C (centres undefined)	/	/	18	144	-18	144	10	98	88
CC12CCCCC1(O)[N+](=O)C1=C(CCCC1)N2[O-] (centres undefined)	46%	-36%	8	203	-8	203	-4	77	81
CC(C)NC(=O)CSc1nnc2sc3ccccc3n12	0%	16%	-2	102	2	102	/	/	/
COCCNC(=O)c1cc(-c2ccccc2OC)on1	-3%	1%	1	69	-1	69	-18	36	55
Cc1ccc2oc(-c3ccccc3C(=O)O)cc(=O)c2c1	3%	-2%	-13	145	13	145	8	87	78
CCC(=O)Nc1ccc(S(=O)(=O)Nc2cc(C)on2)cc1	-8%	0%	-5	158	5	158	/	/	/
CC(=O)OCCNC(=O)Cn1cnc2c1c(=O)n(C)c(=O)n2C	-7%	12%	/	/	/	/	9	99	90
COCCn1nc2cc(C(=O)NCc3cc(C(F)(F)F)cc(C(F)(F)F)c3)ccc2c1OC	-7%	0%	-8	98	8	98	/	/	/
CN1CCCN(C(=O)Cc2c(Cl)cccc2Cl)c2nc3ccccc3nc21	-7%	-9%	11	83	-11	83	-6	72	78
CN(C)c1nc2n(c(=S)n1)CCS2	-1%	24%	5	110	-5	110	8	91	83
CCOC(=O)CSc1nnnn1-c1cccc2ccccc12	/	/	4	109	-4	109	-3	90	93
O=C1CC(c2ccc(F)cc2)Cc2nc(N3CCOCC3)ncc21 (centres undefined)	-7%	-21%	10	137	-10	137	13	91	78
O=C(CCc1nc2ccccc2[nH]c1=O)OCC(=O)c1ccc(Cl)cc1	/	/	-7	125	7	125	-9	89	98
CC(=O)Nc1ccccc1Nc1cc(C#N)c(C#N)cc1[N+](=O)[O-]	4%	12%	9	108	-9	108	-23	86	108
Cc1ccc(N/C=C(/C#N)c2ccsc2)cc1C	-2%	-8%	-1	68	1	68	5	85	80
Cc1sc2c(c1C)c(=O)nc1n2Cc2ccccc2-1	4%	27%	9	144	-9	144	1	90	89
CCn1c(O)c(/C=C2\C=Nc3ccccc32)sc1=Nc1ccc(C)cc1	-12%	2%	/	/	/	/	/	/	/
OCCNc1nc2ccccc2n1-c1ccccc1	-4%	-5%	0	81	0	81	16	95	79
Cc1cc(NC2CCCCC2)nc(-c2ccccc2O)n1	-15%	18%	2	184	-2	184	-32	38	70
CCCN1C2=NCCN2c2ccccc21	2%	8%	20	201	-20	201	-3	98	101
CCCn1c(-c2ccc(OC)cc2)nc2ccccc21	-6%	16%	7	195	-7	195	10	90	79
CCOC(=O)c1cnc2c(-c3ccccc3)cnn2c1N	-4%	-6%	1	70	-1	70	/	/	/
O=c1[nH]cnc2nc3n(c12)CCCCC3	-1%	3%	7	117	-7	117	-8	88	96
CCN(CC)S(=O)(=O)c1cc(-c2nnc(-c3ccc(Br)cc3)o2)ccc1Cl	7%	-18%	-3	105	3	105	-4	80	84
CCn1c(SCC(=O)NCc2ccccc2)nnc1-c1c[nH]c2ccccc12	6%	-14%	25	170	-25	170	0	74	74
O=C(NCCN1CCOCC1)c1ccc2c(c1)N(Cc1ccccc1)C(=O)CS2	-8%	-16%	4	122	-4	122	7	89	82
CC1(C)CN(c2ccccc2)N(C(=O)c2ccc(F)cc2)C1=O	-6%	8%	-8	170	8	170	/	/	/

No new results follow: 17 of the compounds above.
SMILES	Bcl-B TR3 displacers	PLAP inhibitors HTS	NFkB transloc pot	NFkB transloc pot cell count 2 µM	IL1B NFkB inh	IL1B NFkB inh cell count 2 µM	MRP reversal	MRP reversal cytotoxicity	MRP reversal with doxorubicin
O=S(=O)(NC1CCCCC1NCc1ccco1)c1ccccc1 (centres undefined)	-8%	-22%	6	181	-6	181	8	91	83
COc1ccc(NC(C)=O)cc1NC(=O)CSc1nnc(-c2ccncc2)n1C	5%	6%	-7	124	7	124	-9	89	97
CCOc1cc(-c2noc(-c3ccncc3)n2)cc(Br)c1OC	0%	16%	/	/	/	/	-11	20	31
O=C(Nc1ccc(F)c(Cl)c1)C1CCN(S(=O)(=O)c2cccnc2)CC1	4%	17%	-2	117	2	117	1	72	70
COc1ccc(C2C(C(=O)NCCN3CCOCC3)c3ccccc3C(=O)N2C2CCCCC2)cc1 (centres undefined)	/	/	-11	66	11	66	-10	74	84
Cc1cc(NC(=O)COC(=O)c2cc(S(=O)(=O)N3CCOCC3)ccc2N2CCCCC2)no1	3%	-34%	7	172	-8	172	-3	77	80
Cc1ccc(-c2cc(C(=O)NCc3cccnc3)no2)cc1	2%	-3%	-7	112	8	112	/	/	/
Cn1nnnc1SCC(=O)N1CCc2ccccc2C1	0%	-4%	-3	177	3	177	11	107	96
O=C(Nc1nnc(C2CCCC2)s1)C1CCN(S(=O)(=O)c2ccc(Cl)cc2)CC1	/	/	21	130	-21	130	-7	59	66
CCOc1ccccc1C(=O)NCC(=O)OCC(=O)N1C(C)CCCC1C (centres undefined)	/	/	18	144	-18	144	10	98	88
CC12CCCCC1(O)[N+](=O)C1=C(CCCC1)N2[O-] (centres undefined)	46%	-36%	8	203	-8	203	-4	77	81
CC(C)NC(=O)CSc1nnc2sc3ccccc3n12	0%	16%	-2	102	2	102	/	/	/
COCCNC(=O)c1cc(-c2ccccc2OC)on1	-3%	1%	1	69	-1	69	-18	36	55
Cc1ccc2oc(-c3ccccc3C(=O)O)cc(=O)c2c1	3%	-2%	-13	145	13	145	8	87	78
CCC(=O)Nc1ccc(S(=O)(=O)Nc2cc(C)on2)cc1	-8%	0%	-5	158	5	158	/	/	/
CC(=O)OCCNC(=O)Cn1cnc2c1c(=O)n(C)c(=O)n2C	-7%	12%	/	/	/	/	9	99	90
COCCn1nc2cc(C(=O)NCc3cc(C(F)(F)F)cc(C(F)(F)F)c3)ccc2c1OC	-7%	0%	-8	98	8	98	/	/	/

(listing goes on)
SMILES	Bcl-B TR3 displacers	PLAP inhibitors HTS	NFkB transloc pot	NFkB transloc pot cell count 2 µM	IL1B NFkB inh	IL1B NFkB inh cell count 2 µM	MRP reversal	MRP reversal cytotoxicity	MRP reversal with doxorubicin
CCc1ccc(C2NC(=S)NC3=C2C(=O)N(c2ccccc2OC)C(c2ccc(CC)cc2)N3)cc1 (centres undefined)	4%	-90%	8	171	-8	171	/	/	/
Cc1ccnc(NC(=O)C23CC4CC(CC(C4)C2)C3)c1	-6%	-3%	-1	167	1	167	4	88	84
COc1ccc(C(=O)Nc2cc(OC)ccc2OC)cc1	0%	19%	31	198	-31	198	1	64	62
COc1ccc(N2C(=O)NC(NC(=O)c3ccncc3)(C(F)(F)F)C2=O)cc1 (centres undefined)	-2%	18%	2	146	-20	139	/	/	/
CCOC(=O)c1ccccc1NC(=O)CSc1nc2c(c(=O)n(C)c(=O)n2C)n1C	-5%	-2%	-7	110	7	110	-57	32	89
Cc1cc(N2CCN(c3ccccc3F)CC2)nc2cc(O)ccc12	-14%	-31%	4	184	-4	184	/	/	/
Cc1ccc(NC(=O)c2cc(S(=O)(=O)N3CCOCC3)ccc2F)c(C)c1	-9%	-2%	/	/	/	/	-3	92	96
CN1/C(=C\C=Nc2ccccc2)C(C)(C)c2ccccc21	-43%	12%	/	/	/	/	/	/	/
CCOC(=O)c1[nH]c(=O)c2ccccc2c1O	/	/	6	105	-6	105	-2	87	88
Cc1cc(C)c2c(=O)[nH]c(SCC(=O)Nc3ccccc3)nc2n1	1%	12%	18	161	-18	161	7	89	82
O=C(CN1C(=O)COc2ccccc21)N1CCc2ccccc2C1	/	/	-15	85	15	85	16	108	92
CCN(CC)C(=O)CSc1nc2ccccc2c(=O)n1CCC(=O)NCc1ccc(F)cc1	-7%	-44%	4	180	-4	180	10	98	88
CCOc1ccc(Cl)cc1CNCCNCC(C)O (centres undefined)	2%	-19%	-3	154	2	154	/	/	/
Cc1ccc(-c2cc(-c3cccc(F)c3)n[nH]2)c(O)c1	-10%	-46%	3	141	-3	141	-22	64	86
CCN(CC)C(=O)CSc1nc2ccccc2o1	/	/	3	146	-3	146	0	92	92
COCC(O)CSc1nc(C)[nH]c1[N+](=O)[O-] (centres undefined)	-1%	6%	0	166	0	166	25	110	85
O=C(NCCN1CCOCC1)c1nn2c(c1Cl)NC(c1ccccc1)CC2C(F)(F)F (centres undefined)	3%	-42%	1	163	-1	163	8	97	89
CC(NC(=O)C1CCCN1S(=O)(=O)c1cccc2cccnc12)c1ccccc1 (centres undefined)	14%	0%	3	171	-4	171	6	102	96
O=C(COC(=O)[C@H](Cc1ccccc1)N1C(=O)c2ccccc2C1=O)Nc1ccc2c(c1)OCO2	-55%	-28%	-1	133	1	133	11	101	89
COc1ccc(Cl)cc1NC(=O)CSc1nnc(COc2ccccc2)n1C	1%	-34%	-8	210	8	210	-20	88	108
Cc1nc(NC(=O)c2oc3ccccc3c2C)sc1C(=O)N(C)C	/	/	18	125	-18	125	/	/	/
CC(C)(C)OC(=O)NCCc1nnc(SCC(N)=O)o1	1%	0%	0	130	0	130	-1	94	95
O=C(Nc1ccc2c(c1)OCCO2)c1ccc(S(=O)(=O)N2CCCCC2)cc1	-1%	-15%	-2	104	2	104	0	83	83
CC(=O)c1cc(C(=O)Nc2ccccc2C(=O)O)oc1C	8%	1%	/	/	/	/	-5	92	97
COCC(C)NC(=O)CCSc1nc(-c2ccc(OC)cc2)cc(C(F)(F)F)n1 (centres undefined)	/	/	4	94	-4	94	-9	85	94
COc1ccc(N/C=C2\CCOC2=O)cc1	-3%	16%	/	/	/	/	-3	80	83
CC(C)NC(=O)C1CC(=O)N(c2ccc(F)c(Cl)c2)C1 (centres undefined)	13%	1%	10	146	-10	146	-2	99	100
O=C1CCCC/C1=C\Nc1ccc(O)cc1	1%	-6%	7	121	-7	121	-11	67	78

This is a subset, so the mix of outcomes need not match the whole.
